miR122 inh – miR-122 Renilla sensor signal increase in Huh7, primary screen, miR-122 inhibitor project, cell-based, single point, plate reader | Huh7 miR-122 Renilla luciferase sensor, 48 h; neutral wells = 0, positive control = 100 | activation (reporter increase), % at 12.5 µM | 340,000 tested, 0.3% active;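 active = mean replicate activation score at least 90 and every replicate individually at or above 90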;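 note: higher luciferase means less miR-122 activity so hits act as miR-122 inhibitors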
Cneo AK release – Cryptococcus neoformans cell lysis inducers, primary screen, AK release luminescence, single concentration. C. neoformans lysis, adenylate kinase release luminescence, 4 h; normalised: neutral wells 0, clomiphene wells 100. lysis activity, % at 15 µM. 360,000 tested, 0.2% active;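 active = mean lysis activity across replicates of at least 80%, whatever share of replicates individually reach that level; inactive = mean lysis activity below 80%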
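Assay system: Cryptococcus neoformans yeast cells / Dosing: single-point compound dose / Timing: 4 h at 37 °C static, read 1 h later / Measured by: luminescence of released adenylate kinase using an AK detection reagent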
EWS-Fli inh – EWS/Fli-driven NR0B1 reporter inhibitors, primary screen, A673 cells, NR0B1 luciferase, luminescence, MLPCN library; 350,000 tested, 0.67% active; viability-normalised; inhibition, % at 12.6 µM;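 active = mean inhibition of at least 50% after viability correction, with every replicate also passing that limit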;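 note: firefly luciferase signal divided by Alamar Blue viability fluorescence both relative to DMSO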
PGC1a acetyl inh – inhibitors of PGC1a acetylation signal, primary screen, cell-based, U2OS, AlphaScreen, inhibitor mode. AlphaScreen anti-acetyl-lysine; with virally co-expressed GCN5 acetyltransferase. inhibition, % at 15.6 µM. 350,000 tested, 0.17% active. AID 651687, 2012;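 active = every replicate shows inhibition of at least 40%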;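 note: 0% = neutral control wells and 100% = positive control wells; some results beyond the cut were filed as inactive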
LGR2 inh – inhibitors of bursicon-induced LGR2 CRE-luciferase signal, primary screen, cell-based, HEK293, CRE-luciferase reporter, bursicon stimulation | bursicon-stimulated, 4 h | Drosophila bursicon receptor LGR2 (rickets) | inhibition, % at 9.99 µM | 380,000 tested, 0.35% active;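 active = drop in luminescence signal, shown as inhibition above about 50% in the replicate tests, limit read from the data, passing the limit was not always enough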;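 note: agonist challenge used bursicon conditioned medium at about half maximal strength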
PAX8 reporter – inhibitors of PAX8-driven TPO luciferase reporter, primary screen, RMG-I cells, single concentration. 360,000 tested, 1.2% active. SteadyGlo, 24 h. inhibition, % at 12.6 µM. AID 652154, 2013;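 active = mean replicate inhibition at least 60% with every replicate also reaching 60%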;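 note: luciferase light reporting Pax8 driven TPO promoter activity; plate controls were median of neutral control wells for no effect and mitoxantrone controls for full effect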
FN deposition inh – inhibitors of fibronectin matrix deposition, primary screen, AH1F cells, Alexa488-fibronectin fluorescence, plate reader; AH1F fibroblasts, overnight; inhibition, % at 12.6 µM; 350,000 tested, 0.086% active;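 active = mean inhibition across replicates of 30% or more, regardless of how many single replicates reach that level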;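 note: positive control wells lacked labelled fibronectin entirely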
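Material – AH1F fibroblast monolayer, labelled fibronectin deposition · Reagent – labelled fibronectin 24 nM · Timing – 1 h adhesion, overnight exposure · Measured by – fluorescence at 485 nm excitation, 525 nm emission · Read-out – inhibition of fibronectin deposition signal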
CASP6 VEID inh – human caspase-6 inhibitors, primary screen, biochemical, VEID-R110 fluorescence, single point, set 2. purified caspase-6, Z-VEID-R110 cleavage fluorescence. 350,000 tested, 0.53% active. inhibition, % at 12.5 µM;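 active = mean inhibition across replicates at least about 35%, with every replicate also reaching that limit, limit read from the data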;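 note: 0% = median of neutral control wells and 100% = no fluorescence left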
Target sequence (P55212 24-179 limits assumed): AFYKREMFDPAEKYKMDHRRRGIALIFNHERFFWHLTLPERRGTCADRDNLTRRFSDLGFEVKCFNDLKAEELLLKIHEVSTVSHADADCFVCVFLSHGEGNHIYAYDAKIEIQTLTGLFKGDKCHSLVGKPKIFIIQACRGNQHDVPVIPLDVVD
Target sequence (P55212 194-293 limits assumed): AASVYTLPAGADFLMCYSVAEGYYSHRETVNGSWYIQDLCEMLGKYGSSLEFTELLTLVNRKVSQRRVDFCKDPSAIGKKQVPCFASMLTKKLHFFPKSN
* marks the source's active call; other numbers are inactive results; · = not tested or not shown; [ ] = dose if it differs, or a comment.

SMILES	miR122 inh	Cneo AK release	EWS-Fli inh	PGC1a acetyl inh	LGR2 inh	PAX8 reporter	FN deposition inh	CASP6 VEID inh
COc1cc(CC(=O)OCC(=O)NCc2ccco2)cc(OC)c1OC	-2.0	0.4	-3.8	-1.6	-11.8	-15.3	-1.3	15.2
Cc1ccccc1C(=O)Nn1cnc2ccccc2c1=O	·	·	-13.7	-5.8	22.6	-47.4	0.8	0.4
CN1CCN(S(=O)(=O)c2cccc(C(=O)NC3CCCC3)c2)CC1	-1.8	1.4	1.8	-37.0	2.9	-11.6	-1.4	0.6
COCCN1C(=O)N[C@@H](c2ccccc2)C(C(=O)OC)=C1C	·	-2.5	3.8	·	1.0	-3.8	17.3	-3.4
Cc1cc(F)ccc1N1CCC(N2CCN(C)C(CCO)C2)CC1 (configuration not stated)	·	0.0	18.1	·	2.4	5.0	12.2	-11.6
Cc1ccc(S(=O)(=O)N(C)C[C@@H]2Oc3ccc(NS(=O)(=O)c4ccc(Cl)cc4)cc3CC(=O)N([C@@H](C)CO)C[C@H]2C)cc1	-4.2[16.7 µM]	4.0	4.1	-19.8	12.9	2.0	·	0.5
O=C(NCCN1CCOCC1)c1cccc(Br)c1	10.7	1.0	4.7	·	2.5	12.8	2.5	0.8
COc1ccccc1CNC(=O)C[C@H]1CC[C@@H]2[C@@H](COc3ccc(NC(=O)Nc4ccc(F)c(F)c4)cc3C(=O)N2C)O1	-26.7[16.7 µM]	-2.4	1.3	-2.9	18.6	36.7	-8.1	-0.5
COCc1cc(CNC(=O)C2CCC(=O)N(Cc3ccccc3F)C2)[nH]n1 (configuration not stated)	5.0	-1.5	-5.1	1.5	-10.0	0.7	-5.0	-0.7
Cc1ccc(-c2nc3ccc(Cl)cn3c2Cc2ccsc2)cc1	-1.6	-1.9	-65.8	5.4	-92.3	-175.8	-6.9	37.3*
COc1ccc(CNS(=O)(=O)c2cc(CN3C(=O)c4cccnc4C3=O)ccc2OC)cc1	·	-5.5	·	·	11.1	-5.7	3.0	9.2
COC(=O)[C@@H]1[C@@H](C)N(Cc2ccccc2)C(=O)N[C@H]1c1cccc(C(F)(F)F)c1	·	8.9	15.6	·	0.5	2.9	1.0	0.1

A different layout for three compounds above:
Compound | miR122 inh | Cneo AK release | EWS-Fli inh | PGC1a acetyl inh | LGR2 inh | PAX8 reporter | FN deposition inh | CASP6 VEID inh
Cc1ccccc1C(=O)Nn1cnc2ccccc2c1=O | · | · | -13.7 | -5.8 | 22.6 | -47.4 | 0.8 | 0.4
CN1CCN(S(=O)(=O)c2cccc(C(=O)NC3CCCC3)c2)CC1 | -1.8 | 1.4 | 1.8 | -37.0 | 2.9 | -11.6 | -1.4 | 0.6
COCCN1C(=O)N[C@@H](c2ccccc2)C(C(=O)OC)=C1C | · | -2.5 | 3.8 | · | 1.0 | -3.8 | 17.3 | -3.4

Some of these compounds in order of the LGR2 inh value, smallest number first:
| mol | miR122 inh | PGC1a acetyl inh | LGR2 inh | CASP6 VEID inh |
| --- | --- | --- | --- | --- |
| O=C(NCCN1CCOCC1)c1cccc(Br)c1 | 10.7 | · | 2.5 | 0.8 |
| CN1CCN(S(=O)(=O)c2cccc(C(=O)NC3CCCC3)c2)CC1 | -1.8 | -37.0 | 2.9 | 0.6 |
| COc1ccccc1CNC(=O)C[C@H]1CC[C@@H]2[C@@H](COc3ccc(NC(=O)Nc4ccc(F)c(F)c4)cc3C(=O)N2C)O1 | -26.7[16.7 µM] | -2.9 | 18.6 | -0.5 |

(cont.)
SMILES	miR122 inh	Cneo AK release	EWS-Fli inh	PGC1a acetyl inh	LGR2 inh	PAX8 reporter	FN deposition inh	CASP6 VEID inh
Cc1c(C(=O)N2CCCCC2)c(S(=O)(=O)Nc2ccc(F)cc2F)c(C)n1C	66.1	0.4	5.4	1.8	14.8	14.5	-4.1	-1.4
Cc1noc(C)c1NC(=O)Nc1ccc2c(c1)C(=O)N([C@@H](C)CO)C[C@@H](C)[C@@H](CN(C)C(=O)C1CCCCC1)OCCCC[C@@H](C)O2	1.7[16.7 µM]	0.5	6.2	11.7	-2.3	-8.9	·	2.8
CC(=O)N1[C@H](CO)[C@@H](c2ccc(C3=CCCCC3)cc2)[C@@H]1CNC(=O)CN(C)C	-16.7[16.7 µM]	-7.0	9.2	-12.4	-5.7	-13.5	7.1	·
COc1ccc([Si](C)(C)[C@@H]2[C@@H](CC(=O)N(CCO)Cc3ccccc3)O[C@]3(C(=O)N(C)c4ccccc43)[C@H]2C)cc1	·	44.3	5.8	-5.9	·	26.4	·	0.7
O=C(COC(=O)COc1ccccc1F)Nc1ccc2c(c1)OCO2	-3.8	0.0	3.8	2.7	10.0	-5.6	-2.8	3.0
O=C(/C=C/c1cccc(Cl)c1)NCCc1ccccc1	1.2	7.0	·	2.4	-33.9	-100.3	-8.4	·
O=C(CN1C(=O)NC2(CCCC2)C1=O)NCc1ccco1	·	1.9	0.0	·	-11.1	-0.3	-3.5	0.0
C[C@@H](O)C#Cc1ccc([C@H]2[C@@H](CO)N3CCCCN(C(=O)c4ccncc4)C[C@@H]23)cc1	-0.1[16.7 µM]	-3.5	-11.1	2.2	2.4	23.8	·	0.1
CC(=O)c1ccccc1NC(=O)c1cc(S(=O)(=O)N2CCOCC2)ccc1N1CCCC1	-7.6	-0.9	17.2	-0.6	-1.9	-3.1	-1.2	2.0
CC(NC(=O)c1ccco1)C(=O)N1CCN(c2cccc(C(F)(F)F)c2)CC1 (configuration not stated)	-7.4	-0.9	3.9	3.8	5.6	13.3	-2.0	-2.8
COc1ccc(CCC(=O)OCC(=O)NCc2ccc(OC)c(OC)c2)cc1OC	·	-2.1	-2.2	·	-3.2	-13.0	0.0	5.8
CCOC(=O)c1ccc(NC(=O)N2CCN(Cc3ccccc3)CC2)cc1	·	·	-4.0	·	19.1	-14.3	-3.7	-0.3
Cc1c(/C(O)=C2\C(=O)C(=O)N(CCN(C)C)C2c2ccccc2)cnn1-c1ccccc1 (configuration not stated)	-5.1	7.3	6.9	6.3	·	-40.8	-0.5	-1.7
Cc1cc(C)n2nc(CC(=O)NNC(=O)c3ccccc3Cl)nc2n1	1.9	-1.6	1.6	8.4	0.5	-11.2	-5.3	·
CO[C@@H]1CN(C)C(=O)c2cc(NC(C)=O)ccc2OC[C@H](C)N(CC2CC2)C[C@@H]1C	·	-9.8	-2.2	12.5	-14.9	6.1	1.5	4.9
COCCNC(=O)C1c2cc(OC)c(OC)cc2C(=O)N(C)C1c1cccnc1 (configuration not stated)	-0.4	4.2	·	-3.9	·	7.1	·	·
COCC(=O)N1C[C@H]2[C@@H](c3ccccc31)[C@H](CO)N2C(=O)Nc1ccccc1Cl	-31.5[16.7 µM]	-2.7	-3.4	-4.2	12.9	4.2	·	0.3
C[C@@H]1CN([C@@H](C)CO)C(=O)c2cc(C#C[C@@H](C)O)cnc2O[C@@H]1CN(C)C(=O)CC1CC1	2.5[16.7 µM]	8.0	-15.9	15.7	13.3	·	3.0	-0.7
O=C1/C(=C/c2ccccn2)SC(=S)N1CCc1ccccc1	·	·	-7.1	·	-16.7	0.1	-14.0	-3.9
COc1ccc(-c2cn(Cc3ccc(C)cc3)nn2)cc1	5.4	-0.8	-120.7	-3.6	-121.6	-185.0	6.0	-0.1
CN(C)CCC#CC(O)(c1ccccc1)c1ccccc1	-3.8	·	·	9.1	11.1	-16.5	-3.3	·
CCOc1ccc(S(=O)(=O)N(CC(=O)NC2CCCC2)c2ccc(F)cc2)cc1	-2.7	1.1	3.8	-14.1	9.3	-7.2	·	-3.5
O=C(/C=C/c1ccc(S(=O)(=O)N2CCOCC2)cc1)Nc1cc(F)ccc1F	0.5	·	-47.8	6.8	-82.3	·	1.6	0.7
CCOc1cc(S(=O)(=O)NCc2ccncc2)ccc1Cl	15.1	·	22.1	10.3	-14.0	28.5	1.9	-1.1
N=c1ccn2c(n1)OC1C(O)C(CO)OC12 (configuration not stated)	-4.9	-1.3	45.5	2.3	13.2	35.0	-3.0	-2.1
CN(C(=O)CSc1nnc(COc2ccccc2F)n1N)C1CCS(=O)(=O)C1 (configuration not stated)	-2.4	·	0.5	4.4	-12.3	-4.7	-2.4	-1.0
CC(C)(C)C(=O)Nc1cc2nn(-c3ccccc3)nc2cc1Cl	-1.8	-1.3	·	-9.3	·	73.7*	·	·
CCn1c(SCC(=O)N2CCCC2=O)nnc1-c1cccs1	-3.0	-1.1	-5.1	9.1	-6.1	-8.2	-5.6	-0.6
CN1CCN(CCCC(=O)c2ccc(C3CCCC3)cc2)CC1	·	·	-7.1	·	-39.8	-29.4	1.6	-70.1
CC(C)(C)c1cc(=O)n2c(C#N)c(C#N)nc2[nH]1	-10.8	1.7	·	1.6	·	5.8	0.2	·
Cc1ccccc1CC1(CO)CCCN(C(=O)CCN2CCCO2)C1 (configuration not stated)	1.2	1.5	·	-2.6	10.4	-33.2	3.5	1.1
C[C@@H]1CN([C@@H](C)CO)C(=O)Cc2cc(NC(=O)c3ccncc3)ccc2O[C@@H]1CN(C)C(=O)Nc1cccc2ccccc12	2.1[16.7 µM]	-0.5	5.1	0.4	9.7	5.6	-4.8	11.3
COc1ccccc1NC(=O)CSc1ccc2nnc(-c3ccccn3)n2n1	-0.1	2.2	3.0	4.5	-12.7	16.7	0.9	1.4
CC(C)=CCC[C@H](C)C[C@@H]1Cc2[nH]c(=S)[nH]c(=O)c2[C@@H](c2ccc(F)cc2)O1	·	·	19.7	·	3.5	9.0	1.0	-1.9
COc1ccc(-c2cc(C(=O)N3CCc4ccccc4C3)no2)cc1	0.0	-2.2	-6.8	-1.0	4.7	-14.6	0.5	2.8
Cc1ccc(NC(=O)N2CCCCC2)cc1[N+](=O)[O-]	1.0	1.4	13.6	·	-0.8	-5.4	1.8	0.1
Cc1ccc(C(=O)Nc2cc(=O)n(C)c(=O)n2C)o1	0.6	0.6	·	·	·	14.4	-5.5	·
COCc1cn(CC[C@H]2CC[C@@H](NC(=O)c3ccccc3)[C@@H](CO)O2)nn1	·	-4.5	2.3	2.6	17.7	2.2	·	-1.7
CC(CCc1ccccc1)NC(=O)COC(=O)C1CCC(C(C)(C)C)CC1 (configuration not stated)	-3.8	0.7	-10.4	·	13.7	11.1	3.3	-3.9
COc1ccc(COc2cc(-c3cccc(OC)c3)nc3ccc(NC(=O)c4cccnc4)cc23)cc1	5.5	-2.0	14.1	-53.0	36.9	65.3*	6.5	0.0
CCOC(=O)C1=C(CN2CCN(C(=O)c3ccco3)CC2)NC(=O)NC1c1ccc(OC)cc1 (configuration not stated)	12.5	0.2	5.1	2.1	4.9	15.3	-6.4	-3.3
C[C@H]1CN([C@@H](C)CO)C(=O)Cc2cc(NS(=O)(=O)c3cn(C)cn3)ccc2O[C@H]1CN(C)S(C)(=O)=O	0.8[16.7 µM]	-1.2	-8.2	-4.4	-14.5	-18.7	·	7.0
COC(=O)CSc1nnc(NC(=O)c2ccc3c(c2)OCO3)s1	·	-1.2	6.5	·	9.2	-72.0	8.4	-4.2
COC(=O)[C@]1(Cc2ccccc2)N[C@H](CN(C)C(=O)Nc2ccccc2)[C@@H]2C(=O)N(Cc3ccccc3)C(=O)[C@@H]21	·	2.2	12.5	·	3.6	15.1	13.0	-0.1
COc1ccccc1NCC(=O)N/N=C/c1c(O)ccc2ccccc12	-13.6	-2.3	1.5	24.8	28.6	40.4	7.2	-1.3

Screening results as filed in PubChem.
